Screening data deposited in PubChem BioAssay by University of Kansas High Throughput Screening Laboratory.
Pf apPOL inh – Pf-apPOL DNA polymerase inhibition; inhibition, % at 10 µM; Recombinant Pf-apPOL, molecular beacon fluorescence, 1.5 h; 0.25% of 210,000 active
mHTT CaM bind – inhibitors of human mutant huntingtin-calmodulin interaction. 3.6% of 190,000 active. inhibition, % at 15 µM. AlphaScreen His-mHTT/GST-CaM binding, luminescence;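 also: 0% = both proteins with DMSO and 100% = one protein alone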
Target sequence (P42858 whole entry, looked up, stated change not applied): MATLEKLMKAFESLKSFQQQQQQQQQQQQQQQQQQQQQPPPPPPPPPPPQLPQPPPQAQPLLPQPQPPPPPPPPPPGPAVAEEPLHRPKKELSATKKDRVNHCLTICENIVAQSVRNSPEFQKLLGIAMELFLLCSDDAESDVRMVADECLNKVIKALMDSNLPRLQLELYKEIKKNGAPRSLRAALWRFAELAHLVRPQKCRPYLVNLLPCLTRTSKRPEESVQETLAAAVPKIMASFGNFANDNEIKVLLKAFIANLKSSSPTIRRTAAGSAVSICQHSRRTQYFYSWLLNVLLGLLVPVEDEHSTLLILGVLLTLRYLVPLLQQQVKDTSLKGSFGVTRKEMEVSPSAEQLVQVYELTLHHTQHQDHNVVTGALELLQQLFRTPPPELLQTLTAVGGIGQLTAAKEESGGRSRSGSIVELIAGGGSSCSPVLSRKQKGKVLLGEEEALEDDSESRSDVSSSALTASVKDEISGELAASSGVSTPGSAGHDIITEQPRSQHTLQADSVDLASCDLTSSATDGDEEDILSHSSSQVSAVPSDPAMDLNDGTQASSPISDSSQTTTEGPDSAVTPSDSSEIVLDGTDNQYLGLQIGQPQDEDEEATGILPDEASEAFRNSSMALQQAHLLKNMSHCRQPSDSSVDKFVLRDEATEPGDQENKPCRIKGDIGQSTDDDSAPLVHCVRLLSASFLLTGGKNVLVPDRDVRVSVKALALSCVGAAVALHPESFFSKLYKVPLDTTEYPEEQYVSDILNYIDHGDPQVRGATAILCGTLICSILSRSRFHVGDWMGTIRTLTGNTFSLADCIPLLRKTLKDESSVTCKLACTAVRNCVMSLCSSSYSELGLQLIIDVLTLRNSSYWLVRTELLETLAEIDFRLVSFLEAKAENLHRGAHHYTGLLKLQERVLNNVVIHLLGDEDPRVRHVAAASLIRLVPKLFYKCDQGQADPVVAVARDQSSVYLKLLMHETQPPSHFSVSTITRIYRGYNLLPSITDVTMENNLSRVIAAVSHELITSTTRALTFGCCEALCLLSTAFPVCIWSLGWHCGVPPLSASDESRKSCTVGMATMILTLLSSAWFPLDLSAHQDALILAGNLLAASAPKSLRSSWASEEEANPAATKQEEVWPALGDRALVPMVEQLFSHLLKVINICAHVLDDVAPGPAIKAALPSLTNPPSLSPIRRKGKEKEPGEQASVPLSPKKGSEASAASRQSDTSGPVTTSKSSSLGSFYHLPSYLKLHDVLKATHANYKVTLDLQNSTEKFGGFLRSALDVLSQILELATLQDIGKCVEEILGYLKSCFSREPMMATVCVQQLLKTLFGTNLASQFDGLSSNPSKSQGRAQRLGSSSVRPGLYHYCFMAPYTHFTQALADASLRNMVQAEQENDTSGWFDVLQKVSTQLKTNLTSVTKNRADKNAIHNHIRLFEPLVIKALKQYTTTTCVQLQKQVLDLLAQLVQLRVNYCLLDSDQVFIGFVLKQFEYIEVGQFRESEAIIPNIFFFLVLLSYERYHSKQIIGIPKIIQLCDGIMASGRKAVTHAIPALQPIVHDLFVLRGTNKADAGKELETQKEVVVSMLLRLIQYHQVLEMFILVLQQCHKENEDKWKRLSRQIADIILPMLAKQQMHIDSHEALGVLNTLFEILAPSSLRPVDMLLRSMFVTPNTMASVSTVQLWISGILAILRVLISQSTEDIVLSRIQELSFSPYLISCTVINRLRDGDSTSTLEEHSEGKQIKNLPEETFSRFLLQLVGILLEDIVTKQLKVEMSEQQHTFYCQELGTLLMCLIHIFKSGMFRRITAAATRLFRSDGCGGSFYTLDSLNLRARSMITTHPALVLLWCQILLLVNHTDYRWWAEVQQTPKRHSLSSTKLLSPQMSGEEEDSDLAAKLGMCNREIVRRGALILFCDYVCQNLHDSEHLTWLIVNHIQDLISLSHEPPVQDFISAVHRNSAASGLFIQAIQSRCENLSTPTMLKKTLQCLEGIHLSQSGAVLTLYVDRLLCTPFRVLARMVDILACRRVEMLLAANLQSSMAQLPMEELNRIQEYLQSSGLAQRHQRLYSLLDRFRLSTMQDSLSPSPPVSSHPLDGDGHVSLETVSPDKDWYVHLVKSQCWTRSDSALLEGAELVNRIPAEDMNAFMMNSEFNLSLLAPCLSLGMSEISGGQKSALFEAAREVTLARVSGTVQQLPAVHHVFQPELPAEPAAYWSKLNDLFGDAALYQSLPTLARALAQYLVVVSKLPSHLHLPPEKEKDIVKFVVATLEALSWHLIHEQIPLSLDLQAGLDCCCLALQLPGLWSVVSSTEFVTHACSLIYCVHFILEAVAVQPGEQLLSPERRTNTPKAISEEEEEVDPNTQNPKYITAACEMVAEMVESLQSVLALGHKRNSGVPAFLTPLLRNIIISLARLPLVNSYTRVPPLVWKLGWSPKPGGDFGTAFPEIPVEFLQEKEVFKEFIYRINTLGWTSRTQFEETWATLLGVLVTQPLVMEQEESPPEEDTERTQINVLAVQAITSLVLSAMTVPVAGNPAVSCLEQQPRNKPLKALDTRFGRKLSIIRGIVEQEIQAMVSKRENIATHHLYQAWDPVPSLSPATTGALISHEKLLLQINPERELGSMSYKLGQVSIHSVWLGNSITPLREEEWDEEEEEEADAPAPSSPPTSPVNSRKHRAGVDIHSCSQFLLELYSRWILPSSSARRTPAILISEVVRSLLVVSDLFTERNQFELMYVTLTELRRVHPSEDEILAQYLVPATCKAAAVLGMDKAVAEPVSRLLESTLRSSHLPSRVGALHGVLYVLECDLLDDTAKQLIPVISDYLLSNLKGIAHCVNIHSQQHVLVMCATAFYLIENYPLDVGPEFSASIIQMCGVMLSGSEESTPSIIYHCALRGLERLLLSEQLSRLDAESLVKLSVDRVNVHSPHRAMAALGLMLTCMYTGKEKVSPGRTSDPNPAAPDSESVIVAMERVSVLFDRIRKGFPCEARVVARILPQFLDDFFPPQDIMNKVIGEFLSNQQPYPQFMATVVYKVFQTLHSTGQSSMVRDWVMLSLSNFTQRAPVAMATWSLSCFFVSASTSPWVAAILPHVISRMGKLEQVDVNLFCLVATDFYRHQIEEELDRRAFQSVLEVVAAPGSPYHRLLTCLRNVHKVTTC
Starred values were filed as active, the others as inactive; · = no result given; & = joins results of further samples. Rule as the data show it: active = inhibition above about 50%; inactive = the rest.

molecule	Pf apPOL inh	mHTT CaM bind
O=C(Cc1cc2ccccc2[nH]1)NC(C(=O)Nc1ccc2c(c1)OCCO2)c1ccccc1 (stereo unspecified)	-2	32
O=C(Nc1ccccc1N1CCCN(Cc2cccc(F)c2)C1=O)c1cccs1	-1	7
CCOC(=O)Cn1cc(CN2C(C(=O)OC)CN(Cc3ccc(C)cc3)CCS2(=O)=O)nn1 (stereo unspecified)	1	-6
CCNC(=O)N1CCN(Cc2c(-c3ccc(F)cc3)nc3sc(C)cn23)CC1	-4	13
O=S(=O)(c1ccccc1)c1ccc(-c2ccn[nH]2)cc1	-9	·
CC(C)(C)C(=O)NC12CC3CC(CC(C3)C1)C2	0	-7
COc1ccc(CC(=O)Nc2ccc(S(=O)(=O)Nc3nccs3)cc2)cc1	-2	14
O=[N+]([O-])C1=C(Nc2ccc(Cl)c(Cl)c2)CS(=O)(=O)C1	-3	75*
O=C(Nc1ccc2c(c1)OCCO2)c1ccc(Br)cc1	1	96*
COc1cc(NC(=O)c2ccc(Cl)cc2Cl)c(OC)cc1Cl	5&-10	2&-6
O=C(CN1CCC2(CC1)N=C(c1ccc(F)cc1)C(=O)N2)Nc1ccc(F)cc1F	6	4
CCOC(=O)CC1C(=O)NCCN1CC=Cc1ccccc1 (stereo unspecified)	-8	3
CCOC(=O)c1ncn2c1CN(C)C(=O)c1cc(F)ccc1-2	-2	·
CCc1ccccc1NS(=O)(=O)c1ccc(OC)cc1	-3	-11
Cc1cc(=O)n(CC(=O)Nc2cc(F)cc(F)c2)c(N2CCCC2)n1	1	-7
O=CN1N=C(c2ccccc2)CC1c1ccccc1 (stereo unspecified)	-3	-6
CCCc1cc(=O)oc2c(CN3CCC(C)CC3)c(O)ccc12	2	-12
Cc1nonc1OCCn1c([N+](=O)[O-])cnc1C	1	-1
Nc1nnc(CCCCn2c(-c3nonc3N)nc3ccccc32)s1	-2&0	18&7
CCSC1=NCN(Cc2cccs2)CN1	0	·
O=C(c1ccc(F)cc1)N1CCCC2(CC(c3ccc(Cl)cc3)=CO2)C1 (stereo unspecified)	-4	-5
CC(C)NC(=O)N1CCC(c2nc3cccnc3n2C)C1 (stereo unspecified)	-3	-4
O=S1(=O)N=CN(c2ccc(F)cc2)c2ncccc21	2	-1
CCc1nnc(NC(=O)c2ccc(S(=O)(=O)N3CCC(C)CC3)cc2)o1	-4	33
CC(C)n1c(C2CCN(C(=O)NCc3ccc(F)cc3)C2)nc2ccncc21 (stereo unspecified)	-12	-2
Cc1ccc(NCN2C(=O)c3ccccc3C2=O)cc1Cl	0	3
Cc1ccc(NC(=O)C(=O)NCCN2CCN(S(C)(=O)=O)CC2)cc1C	-3	2
Cn1cnnc1SCC(=O)N=C1NC(=O)CS1	0	0
Cc1ccc(NC(=O)CCC(=O)O)cc1I	-9	6
CCCC[C@H]1[C@@H]2C[C@H]([C@H]3CCCCN31)[C@H](OC(=O)NCCCc1ccccc1)C2	-4	-2
CCCNC(=O)C=CC(=O)O	-1	-1
C=CCOc1ccc(C2CC(=O)Nc3n[nH]c(C)c32)cc1 (stereo unspecified)	-4	2

Filtered by structure: those above containing a thiophene ring, fused or not (2)
molecule	Pf apPOL inh	mHTT CaM bind
O=C(Nc1ccccc1N1CCCN(Cc2cccc(F)c2)C1=O)c1cccs1	-1	7
CCSC1=NCN(Cc2cccs2)CN1	0	·

3 entries out of the list, ordered by heavy-atom count, high to low:
molecule	Pf apPOL inh	mHTT CaM bind
CCCC[C@H]1[C@@H]2C[C@H]([C@H]3CCCCN31)[C@H](OC(=O)NCCCc1ccccc1)C2	-4	-2
Cc1ccc(NC(=O)CCC(=O)O)cc1I	-9	6
CCCNC(=O)C=CC(=O)O	-1	-1

Carrying on.
molecule	Pf apPOL inh	mHTT CaM bind
Cc1cc(=O)[nH]c(SCC(=O)Nc2ccc(Br)cc2)n1	-9	3
CC(C)(C)NC(=O)c1ccc2c(=O)n3c(nc2c1)CCCC3	0	-6
O=C(NC1CC1)C1=C2CCCN2c2ccc(F)cc2S1(=O)=O	-4	-7
Cc1ccc(N2C=C(C#N)S(=O)(=O)c3ccc(F)cc32)cc1	-4	-1
Cc1cccc(C)c1NC(=O)c1ccc(N(Cc2ccc(Cl)cc2)S(C)(=O)=O)cc1	-3	12
O=C(c1ccccn1)N1CCCC1(CO)Cc1ccccc1 (stereo unspecified)	3	-2
COc1ncccc1CN(C)S(C)(=O)=O	1	22
C=CCNC(=S)NC12CC3CC(CC(C3)C1)C2	-3	-3
CC(=O)NC1=NC(=O)/C(=C/c2sccc2C)S1	-2	6
COc1ccc(C(=O)N2CCCC3(C2)NC(=O)N(Cc2cccc(Cl)c2)C3=O)cc1 (stereo unspecified)	-5	9
CC(C)=CCOc1ccc2oc(=O)cc(-c3cc4ccccc4o3)c2c1	-5	-8
CCOCC(=O)NCC1CCN(Cc2ccco2)CC1	-4	-16
CCN(CC)CCNC(=O)C1CCN(c2nnc3ccc(Cl)cn23)CC1	-1	3
COCCNC(=O)N1CCc2c(c(COCc3ccccc3F)nn2C)C1	-1	1
CCN(CC)c1ccc(NC(=O)C2CC3CCC2C3)cc1 (stereo unspecified)	1	41
CCOc1ccc(NC(=O)N2CCc3[nH]cnc3C2c2ccccn2)cc1 (stereo unspecified)	-7	94*
CC(=O)c1cccc(NC(=O)c2cccc(OCc3ccccc3)c2)c1	-6	-7
O=c1[nH]c2ccc(S(=O)(=O)N3CCOCC3)cc2o1	-4	-6
COc1ccccc1N1CCN(CCNC(=O)C(=O)Nc2cccc(Cl)c2C)CC1	-6	-12
CCc1ccc(NC(=O)N2CCc3c(c(-c4nc(C)no4)nn3C)C2)cc1	0	36
CNc1nc2[nH]c(=O)cc(O)c2s1	·	-3
CC(=O)NCc1ccccc1Br	7	·
COc1ccc(CN2CCN(C(=O)c3ccc(C)nc3)CC2)cn1	2	-2
Nc1ccccc1C(=O)NC1CCCCNC1=O (stereo unspecified)	2	·
COc1ccc(CC(=O)NCc2cccs2)cc1OC	-1	3
CCC12CN3CC(CC)(CN(C1)C3c1ccccc1F)C2=O (stereo unspecified)	-5	-2
O=C(Nc1ccccc1Oc1ccccc1)c1ccc2c(c1)OCO2	2	-30
COc1ccc(OC)c(-c2c(C)c3cc(OCC(=O)OC(C)C)ccc3oc2=O)c1	-10	5
Cc1cc(C2CCCN2C(=O)Cc2ccccc2C)on1 (stereo unspecified)	4	2
O=C(c1cnc2n(c1=O)CCS2)N(C1CCCCC1)C1CCCCC1	0	7
FC(F)(F)Oc1ccc(CSc2nc3cc(Cl)c(Cl)cc3[nH]2)cc1	-3	·
O=C(NCCc1cccc(Cl)c1)C1CC1	-6	2
COc1ccc([N+](=O)[O-])cc1C1=N/C(=C/c2ccc(F)cc2)C(=O)O1	-4	1
CC(C)C(C)C(O)C(O)C(C)C1CCC2C3COC(=O)C4CC(O)C(O)CC4(C)C3CCC12C (stereo unspecified)	-10	·
O=c1[nH]c2ccc(S(=O)(=O)Nc3ccc(F)cc3F)cc2s1	6	4
O=C(Cc1ccccc1)Nc1ncc(S(=O)(=O)c2ccc([N+](=O)[O-])cc2)s1	-4	1
Cc1cccc(-c2cncc(C(=O)NC3CCCCC3)c2)c1	0	-12
Cc1ccnc(N2CCC(C(=O)NCCCN3CCCCCC3)CC2)n1	11	11
CC(NC(=O)c1cc2ccccc2oc1=O)C(=O)N1CCCc2ccccc21 (stereo unspecified)	-2	-2
CC(=O)Nc1ccc(NC(=O)COCC(=O)O)cc1	-2&2	·

Single records, as listed above. Order of screens: Pf apPOL inh	mHTT CaM bind
Record of `Cc1ccc(NC(=O)CCC(=O)O)cc1I` : -9	6
Record of `CCCNC(=O)C=CC(=O)O` : -1	-1
Record of `CC(C)C(C)C(O)C(O)C(C)C1CCC2C3COC(=O)C4CC(O)C(O)CC4(C)C3CCC12C` (stereo unspecified) : -10	·
Record of `Cn1cnnc1SCC(=O)N=C1NC(=O)CS1` : 0	0
Record of `Cc1cccc(C)c1NC(=O)c1ccc(N(Cc2ccc(Cl)cc2)S(C)(=O)=O)cc1` : -3	12

Next records
molecule	Pf apPOL inh	mHTT CaM bind
CCn1cc(SCC(=O)Nc2cc(C(F)(F)F)ccc2Cl)c2ccccc21	-6	-37
Cc1ccc(OCC(=O)Nc2nnc(C3CC(=O)N(c4ccc(Cl)cc4)C3)o2)cc1 (stereo unspecified)	-4	-3
O=C(NC1CC(=O)N(Cc2ccccc2)C1)c1ccoc1 (stereo unspecified)	-9	-10
CC(=O)N(C)c1ccc(N=Cc2cc3c(cc2[N+](=O)[O-])OCO3)cc1	13	31
CN1CCN(C(=O)C2CCN(c3cnn(Cc4ccccc4)c(=O)c3)CC2)CC1	-8	-2
Cc1ccc(C2CC(C(F)(F)F)n3ncc(C(=O)Nc4ccc5c(c4)OCO5)c3N2)cc1 (stereo unspecified)	-6	11
C=CCNC(=O)c1cc2n(n1)CCCN(Cc1ccccc1)C2=O	-6	-5
O=C(CCC1CCCN(C(=O)Nc2ccc(Cl)cc2)C1)N1CCCCCC1 (stereo unspecified)	-6	-9
CSc1ncc(C#N)c(N)n1	·	32
Nc1n[nH]c(CC(=O)O)n1	·	-5
C=CCNC(=O)/C(=C\c1ccc(F)cc1)NC(=O)c1ccco1	-6	-4
C=CCOc1ccccc1CNc1cc(OC)ccc1OC	12	67*
COc1ccccc1C(=O)NC(=Nc1nc(C)cc(C)n1)Nc1ccccc1	-4	27
CN(CCNc1ncnc2nc[nH]c12)Cc1ccccc1	-8	-15
N#CC1=C(C(N)=O)N=C(c2ccccc2)C(c2ccccc2)N1 (stereo unspecified)	-8	·
O=c1/c(=C/c2cccc(Br)c2)sc2n1CN(c1ccc([N+](=O)[O-])cc1)CN=2	-7	12
O=C1c2ccccc2NC(c2ccc(O)cc2)N1c1ccccc1 (stereo unspecified)	9	-1
COc1cc(OC)c(NC(=O)C2CCCN(C(=O)c3cc(C)cc(C)c3)C2)cc1Cl (stereo unspecified)	0	10
CCC(=O)N1CCc2cc(Br)cc(S(=O)(=O)NCCc3ccccc3Cl)c21	-9	-5
O=C(NCCOc1ccccc1)C1CC(=O)N(c2ccc(Cl)cc2)C1 (stereo unspecified)	-4	-2
Cc1ccc2c(c1)C1C=CCC1C(c1ccccc1Br)N2 (stereo unspecified)	-8	77*
COc1ccc(C(=O)N2CCC3(C2)NCc2ccccc2NC3=NC2CCCC2)cc1 (stereo unspecified)	-4	23
COC(=O)C1CCN(Cc2cc(=O)oc3cc4c(cc23)CCC4)CC1	-7	6
CCOc1cccc2cc(C(=O)Nc3nccs3)c(=Nc3ccccc3C)oc12	-8	9
Cc1nnc(NC(=O)c2ccccc2OCc2ccc(S(=O)(=O)N(C)C)o2)s1	-4	-4
COc1ccccc1CC(=O)N1CCC(c2nc(C(=O)N(C)C)c(C)o2)CC1	-2	-1
CCN1CCCc2cc(C(=O)NCc3ccc(F)cc3)sc21	-9	22
COc1ccc(C2=CC(=O)CC(c3ccccc3)C2)cc1 (stereo unspecified)	8	-3
COCCCNC(=O)c1cc(Br)c(C)c(C)c1C	0	-3
COc1ccc(-c2csc(Nc3ccc(C(=O)O)cc3)n2)cc1	2	15
Cn1c(NCCCO)nc2c(c1=O)C1(CCCCC1)Cc1ccccc1-2	-5	27
CCCCCOc1ccc(/C=c2\sc3nc(-c4cccnc4)nn3c2=O)cc1OCC	6	7
CN1CCN(CCC2CCCCN2C(=O)c2ccc3c(c2)OCO3)CC1 (stereo unspecified)	0	0
C=CCc1ccc(OCC(O)COCC)c(OC)c1 (stereo unspecified)	4	-4
Cc1cc(C)c(NC(=O)C(C)Sc2nnc(-c3ccc(C(C)(C)C)cc3)n2C)c(C)c1 (stereo unspecified)	-4	9
Cc1ccc(-c2cc(-c3cc(Cl)ccc3O)on2)cc1	6	-6
COc1ccc(OC)c(-c2ccn[nH]2)c1OCc1ccccc1	-1	·
O=C(Nc1cccc(C(F)(F)F)c1)C1CC(=O)N(c2ccccc2)C1 (stereo unspecified)	-2	-13
CCOc1ccc(NC(=O)Nc2ccc3nsnc3c2)cc1	2	-1
O=C(Nc1ccc(CN2CCN(c3ccccn3)CC2)cc1)C1CCCCC1	-6	-8
COc1cc(/C=C2\C(=O)NC(=O)N(c3cc(C)cc(C)c3)C2=O)cc(OC)c1O	-7	6
O=c1c(Cl)c(Oc2ccccc2)cnn1-c1ccccc1	0	·
O=C(Cn1cc([N+](=O)[O-])cn1)N1CCOCC1	·	-3
O=[N+]([O-])c1cccnc1N1CCOCC1	-8	-6
Cc1ccccc1NC(=O)CN1CCC2(CC1)N=C(c1ccc(Cl)cc1)C(=O)N2	0	-3
CCCNC(=O)C(=O)Nc1cccc(Cl)c1	-1	-2
CCn1ccc2c(cc(C(=O)Nc3cccc(Cl)c3C)n2C)c1=O	-2	0
CCC1CN(C(=O)Nc2ccccc2OC)c2cc(C)ccc2O1 (stereo unspecified)	0	-3
N=c1c2c(-c3ccccc3)c(-c3ccccc3)oc2ncn1Cc1ccco1	5	9
Cn1c(C2CCN(C(=O)CC(C)(C)C)C2)nc2ccncc21 (stereo unspecified)	-5	-3
O=C(c1cc2ccccc2[nH]1)N1CCC2(CC1)NC(=O)N(Cc1ccc(F)cc1)C2=O	-3	70*
COc1cc(C=O)ccc1OCc1ccc(F)cc1Cl	2	-16
COc1cc(C=C2Oc3cc(OC(=O)C(C)C)cc(C)c3C2=O)cc(OC)c1OC	-11	-17
Cc1cc(C(=O)Nc2cc(Cl)cc(Cl)c2)on1	-4	-3
N#CC1=C(N)n2c(s/c(=C\c3ccc4c(c3)OCO4)c2=O)=C(C#N)C1c1ccc2c(c1)OCO2 (stereo unspecified)	-8	10
